TMEM16A inh = blocks the mouse calcium-activated chloride channel TMEM16A | Q8BHY3 | HEK293 TMEM16A/YFP iodide influx fluorescence, ionomycin | normalized B-score (activity score, 25-100; higher = stronger inhibition) at 10 µM | actives 1.2% (n = 310,000);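 active = ratio plate-corrected score three or more library SD toward inhibition, starting fluorescence score within five deviations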;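 also: score derived from kinetic fluorescence span divided by baseline fluorescence per well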
TRPC6 activator = mouse TRPC6 channel activation | B-score at 10 µM | Q61143 | HEK293-TRPC6 membrane potential dye fluorescence; stronger effect = higher value | AID 2550 | actives 0.13% (n = 310,000);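 active = B-score of the integrated fluorescence ratio above library mean plus 3 SD, and starting fluorescence ratio within library mean plus 5 SD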;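 also: higher score means more depolarization so channel activation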
Target sequence (Q61143 whole entry, looked up): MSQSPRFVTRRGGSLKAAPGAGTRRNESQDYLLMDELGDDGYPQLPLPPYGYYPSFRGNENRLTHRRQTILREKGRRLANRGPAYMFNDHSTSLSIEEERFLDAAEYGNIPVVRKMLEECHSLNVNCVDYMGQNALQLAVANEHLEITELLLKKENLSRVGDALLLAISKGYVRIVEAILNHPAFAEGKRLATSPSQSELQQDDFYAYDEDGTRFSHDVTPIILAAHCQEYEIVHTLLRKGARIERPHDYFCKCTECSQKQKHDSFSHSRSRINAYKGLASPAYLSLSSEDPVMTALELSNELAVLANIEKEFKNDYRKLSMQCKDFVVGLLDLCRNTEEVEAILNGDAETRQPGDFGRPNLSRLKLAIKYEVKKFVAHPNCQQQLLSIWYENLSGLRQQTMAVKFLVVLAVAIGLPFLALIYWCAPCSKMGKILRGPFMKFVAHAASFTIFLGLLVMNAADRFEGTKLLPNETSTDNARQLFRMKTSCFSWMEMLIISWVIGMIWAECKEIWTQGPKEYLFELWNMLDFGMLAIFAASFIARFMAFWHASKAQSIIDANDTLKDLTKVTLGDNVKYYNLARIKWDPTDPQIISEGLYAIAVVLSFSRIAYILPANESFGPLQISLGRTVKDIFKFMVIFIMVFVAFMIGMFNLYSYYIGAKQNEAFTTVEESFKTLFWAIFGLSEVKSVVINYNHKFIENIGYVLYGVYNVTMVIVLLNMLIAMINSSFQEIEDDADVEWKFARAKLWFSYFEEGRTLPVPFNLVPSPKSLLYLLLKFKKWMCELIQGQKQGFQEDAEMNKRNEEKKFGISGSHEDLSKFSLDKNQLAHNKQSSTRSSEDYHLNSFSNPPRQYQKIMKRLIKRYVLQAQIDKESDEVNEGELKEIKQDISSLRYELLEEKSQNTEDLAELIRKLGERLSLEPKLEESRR
TMEM16A act = mouse TMEM16A channel activation, primary screen; Q8BHY3; HEK293 TMEM16A/YFP-H148Q/I152L, iodide quench fluorescence; stronger effect = lower value; B-score at 10 µM; AID 623877; actives 0.3% (n = 340,000);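 active = fluorescence-ratio B-score plate-corrected deviation score at least 3 library SD below zero, with starting fluorescence score within 5 deviations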;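 also: channel opened by trigger with iodide after compound preincubation; score built on the fluorescence ratio of max minus min over baseline; more negative score means more quench and so TMEM16A activation or potentiation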
RGS4 act = potentiators or activators of RGS4; HEK293 M3R/inducible RGS4, carbachol calcium flux Fluo4; stronger effect = lower value; B-score at 10 µM; actives 0.92% (n = 310,000);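 active = B-score of the integrated calcium signal more than 4 SD below the library mean, with starting fluorescence not abnormally high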;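 also: negative B-score means reduced calcium response which marks RGS4 activation or potentiation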
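Test system: HEK293 cells with stable M3R and inducible RGS4; also added: carbachol at ECmax as muscarinic agonist stimulus; schedule: dye loading 30 min 37 °C, buffer rest 30 min RT; technique: kinetic calcium fluorescence imaging with Fluo4-AM dye, 2 µM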
TRPC6 inh = inhibitors of mouse TRPC6 channel | Q61143 | AID 2553 | actives 1.1% (n = 310,000) | B-score at 10 µM | HEK293-TRPC6, membrane potential dye, ACh-evoked depolarization; stronger effect = lower value;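 active = B-score under library mean minus 3 SD, initial fluorescence not abnormally high, positive integrated signal ratio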;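 also: B-score derived from integrated fluorescence ratio over the kinetic read; more negative B-score means stronger inhibition of depolarization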
MrgX1 PAM = allosterically activates human MrgX1 receptor signaling; B-score at 10 µM; MrgX1-HEK293, Fluo-4 calcium flux, FDSS; stronger effect = higher value; Q96LB2; actives 0.63% (n = 310,000);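 active = plate-corrected calcium response at least 3 library SD above typical, normal starting fluorescence, not activating the receptor alone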;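 also: compound read alongside a low EC10 to EC30 dose of BAM8-22 agonist; peak minus trough fluorescence over baseline measured at the second addition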
SKKanGAS inh = inhibitors of SKKanGAS S. pyogenes growth in kanamycin (SK-promoter or general growth effect). actives 1.3% (n = 300,000). inhibition, % at 7.5 µM. BacTiter-Glo, 6 h. AID 1662;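 active = mean replicate score, as percent of positive control median, at least 50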;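 also: strain carries kanamycin resistance gene driven by streptokinase promoter and grows in 40 µg/ml kanamycin; loss of luminescence reflects streptokinase promoter inhibition or plain growth inhibition; 0% = median of DMSO wells and 100% = positive control at its reference dose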
RGS4 inh = human RGS4 inhibition; actives 0.45% (n = 310,000); AID 463165; HEK293 M3R/RGS4 inducible, Fluo-4 calcium flux; stronger effect = higher value; triggered by carbachol at its EC20; B-score at 10 µM;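 active = B-score, a plate-corrected calcium signal, over three deviations above library mean, with baseline fluorescence within five deviations of library mean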;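 also: RGS4 expression induced by doxycycline in cells with stable M3 receptor; B-score is computed from the integrated fluorescence ratio over baseline after carbachol; higher B-score means a larger calcium signal and so more RGS4 inhibition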
MrgX1 antag = blocks BAM8-22 activation of human MrgX1 receptor; Q96LB2; MRGX1-HEK293 calcium flux, Fluo-4, BAM8-22 antagonism; stronger effect = lower value; actives 1.3% (n = 310,000); B-score at 10 µM;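 active = calcium-response B-score plate-corrected more than 3 library SD below zero, starting fluorescence within 5 deviations, no agonist response on first addition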;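 also: peak minus trough fluorescence over baseline after final BAM8-22 challenge near maximal dose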
MrgX1 agonist = human MrgX1 receptor agonism, primary screen; Q96LB2; MrgX1-HEK293 cells, Fluo-4 calcium fluorescence, agonist mode; stronger effect = higher value; B-score at 10 µM; actives 0.44% (n = 310,000);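 active = calcium response B-score plate-corrected fluorescence ratio at least 3 library SD, with starting fluorescence B-score inside 5 SD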
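Test system: Stable human MrgX1 HEK293 cell line | Schedule: Overnight plating before 1 h dye loading | Read-out basis: Baseline-normalised fluorescence change ratio, B-scored | Detection: Kinetic calcium dye fluorescence, Fluo-4 NW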
HDAC3 inh = blocks human histone deacetylase 3. O15379. actives 0.15% (n = 320,000). inhibition, % at 8.3 µM. recombinant HDAC3, fluorogenic peptide/trypsin coupled, fluorescence; in the data active = inhibition above about 26%, passing the limit was not always enough
* = called active by the depositor; i = inactive; / = not tested or not shown.

molecule,RGS4 act,MrgX1 PAM,TRPC6 inh,TMEM16A inh,RGS4 inh,MrgX1 antag,TRPC6 activator,HDAC3 inh,TMEM16A act,SKKanGAS inh,MrgX1 agonist
Cc1ccc(-c2nc(CS(=O)CC(=O)NCc3ccc(Cl)cc3)c(C)o2)cc1 (stereo unspecified),i,i,i,i,i,i,i,-6,i,-11,i
CCOc1cc(C2Nc3cccc4cccc(c34)N2)ccc1O,i,i,-5.9*,i,i,i,i,-9,i,14,i
O=C(Cn1cc([N+](=O)[O-])cn1)Nc1nc2ccccc2s1,i,i,i,i,i,i,i,-2,i,4,i
CN(c1ccccc1)c1nc(N)c([N+](=O)[O-])c(N2CCOCC2)n1,i,i,i,i,i,i,i,3,i,9,i
CN(CCO)C(=O)C(c1ccccc1)c1ccccc1,i,i,i,i,i,i,i,-1,i,0,i
O=C(N/N=C/c1cccc2ccccc12)c1ccncc1,i,i,i,i,i,i,i,-6,i,5,i
CCCCC(=O)NCCc1cc2ccc(OC)cc2[nH]c1=O,i,i,i,i,i,i,i,3,i,/,i
COC(=O)C(Cc1c[nH]c2ccccc12)NC(=O)c1ccccc1Br (stereo unspecified),i,i,i,i,i,i,i,-1,i,-3,i
Cn1cc(CNC(=O)c2cc(-c3ccccc3)nc3ccc(Br)cc23)cn1,i,i,i,i,i,i,i,4,i,3,i
O=S1(=O)N=C2CCCCCN2C(c2ccc(Cl)cc2)N1 (stereo unspecified),i,i,i,i,i,i,i,3,i,-6,i
COc1cc(CCC(=O)OCC(=O)NCc2ccc(Cl)cc2)cc(OC)c1OC,i,i,i,i,i,i,i,5,i,-2,i
COc1ccc(CCNC(=O)Cc2ccsc2)cc1,i,i,i,i,i,i,i,6,i,6,i
CCc1ccc(OC2=NS(=O)(=O)c3ccccc32)cc1,i,/,i,/,i,/,i,/,i,6,/
COC(=O)c1cc2c(s1)-c1ccccc1CC2,i,i,i,i,i,i,i,-87,i,1,i
Cc1nc2c3ccccc3n(CCN3CCCCC3)c2s1,i,i,i,i,i,i,i,11,/,-3,i
COc1ccc(NC(=O)Nc2ccon2)cc1OC,i,i,i,i,i,i,i,3,i,1,i
O=C(NCC1CCCO1)c1ccc2ccccc2n1 (stereo unspecified),i,i,i,i,i,i,i,0,i,-2,i
O=C(COC(=O)CSc1ccc([N+](=O)[O-])cc1)NC1CCCCCCC1,i,i,i,i,i,i,i,6,i,-5,i
CCOC(=O)CSc1ncnc2c1cnn2-c1ccc(C)cc1C,i,i,i,i,i,i,i,0,i,-2,i
C/C(=N\NC(=O)CN1CCN(Cc2ccccc2)CC1)c1cccs1,i,i,i,i,i,i,i,-12,i,5,i
COc1ccc(OCc2nnc(SCC(=O)Nc3nnc(C4CC4)s3)n2C)cc1,i,i,i,i,i,i,i,-3,i,0,i
O=C(Cc1cccs1)Nc1nnc(C2CC2)s1,i,i,i,i,i,i,i,-2,i,1,i
CC1S/C(=N/N=C/c2cccs2)NC1=O (stereo unspecified),i,i,i,i,i,i,i,11,i,-2,i
Cc1c(OCC(=O)NCc2cccnc2)ccc2c3c(c(=O)oc12)CCC3,i,i,i,i,i,i,i,-5,i,2,i
CC(=O)NC1(C(F)(F)F)NC(=O)N(C2CCCCC2)C1=O (stereo unspecified),i,i,i,i,i,i,i,-5,i,-2,i
CCOC(=O)C1CCN(c2cc3c(cc2NC(=O)c2ccccc2F)n(C)c(=O)n3C)CC1,i,i,i,i,i,i,i,-1,i,8,i
CCC(C)(C)c1ccc(OCCCC[n+]2cccc(C)c2C)c(C(C)(C)CC)c1,i,i,-5.3*,100*,i,-5.3*,i,19,i,15,i
Cc1ccccc1CNC(=O)c1ccc(Cl)c([N+](=O)[O-])c1,i,i,i,i,i,i,i,1,i,1,i
Cc1cc(O)c(C(C)C)cc1NC(=O)c1cccc(Cl)c1,i,i,i,i,i,i,i,10,i,2,i
NS(=O)(=O)OCC1CCCCC1,i,i,i,i,i,i,i,6,i,-1,i
COc1ccccc1N(CC(=O)NC(C)(C)C)C(=O)CCC(=O)Nc1nccs1,i,i,i,i,i,i,i,-4,i,-3,i
N#Cc1c(-c2ccc(F)cc2)ccnc1N1CCOCC1,i,i,i,i,i,i,i,-2,i,1,i
COc1ccc(CNS(=O)(=O)NCc2ccc(OC)c(OC)c2)cc1,i,i,i,i,i,i,i,7,i,3,i
CCc1ccc(C(=O)OCC(=O)c2c(N)n(CC(C)C)c(=O)n(C)c2=O)cc1,i,i,i,25*,i,i,i,2,i,16,i
Cc1ccc(Cl)cc1NC(=O)CSc1nnc(C)n1-c1ccccc1,i,i,i,i,i,i,i,-4,/,0,i
COc1ccc(/C(C)=N/NC(=O)CNC(=O)COc2ccccc2)c(OC)c1,i,i,i,i,i,i,i,-7,i,5,i
O=C(COc1ccc([N+](=O)[O-])cc1)Nn1cnnc1,i,i,i,i,i,i,i,-3,i,-2,i
Cc1ccc(/C=C/C(O)=C2/C(=O)N(C)C3(C)CC2c2ccccc2O3)cc1 (stereo unspecified),-8*,i,i,i,i,i,i,2,i,4,i
Cc1ccc(CNC(=O)CCc2ccc(S(=O)(=O)NC3CCCCC3)cc2)cc1,i,i,i,i,i,i,i,-4,i,-6,i
COc1ccc2nc(C)cc(NCCN3CCOCC3)c2c1,i,i,-9.5*,i,i,i,i,-2,i,-1,i
COC(=O)CNc1nc(Cl)nc(NC2CCCCC2)n1,i,i,i,i,i,i,i,-2,i,1,i
COc1ccc(C2(O)CCN(CCCCOc3ccccc3)CC2)cc1,i,i,i,i,i,i,i,-7,i,7,i
COc1cccc(NC(=O)c2ccc(NCCCN3CC(C)CC(C)C3)c([N+](=O)[O-])c2)c1 (stereo unspecified),i,/,i,/,i,/,i,/,i,1,/
CCc1ccc(OCC(=O)Nc2ccc3c(c2)OCCO3)cc1,i,i,i,i,i,i,i,-2,i,-7,i
Cc1ccc2nc(Nc3nc(C)cc(C(F)(F)F)n3)nc(C)c2c1,i,i,i,i,i,i,i,4,i,0,i
O=C1c2ccccc2S(=O)(=O)c2cc(C(=O)N3CCN(c4ccc(Cl)cn4)CC3)ccc21,i,i,i,i,i,i,i,-4,i,22,i
O=C1c2ccccc2NC(c2ccccn2)N1c1ccc(Cl)cc1 (stereo unspecified),i,i,i,i,i,i,i,-2,i,-2,i
Nc1ccc(C(=O)OCC(=O)N2CCc3ccccc3C2)cc1[N+](=O)[O-],i,i,i,i,i,i,i,2,i,-14,i
CCOc1cc(/C=N/NC(=O)c2ccncc2)cc(Cl)c1OS(C)(=O)=O,i,i,i,i,i,i,i,2,i,-7,i
Nc1nn2c(C(F)(F)F)cc(=O)[nH]c2c1N=Nc1cccc(F)c1,i,i,i,i,i,i,i,5,i,33,i
Cc1ccc(C(=O)Nc2nc3c(s2)CCCC3)o1,i,i,i,i,i,i,i,3,i,8,i
O=S(=O)(Nc1cccc(Cl)c1)c1ccc(-n2cccn2)cc1,i,i,i,i,i,i,i,-7,i,-3,i
O=C(Cn1c2ccc(F)cc2c2nc3n(c(=O)c21)CCS3)Nc1ccccc1F,i,i,i,i,i,i,i,-8,/,13,i
Cc1nc(NCC2CCCO2)c2nnn(Cc3c(F)cccc3Cl)c2n1 (stereo unspecified),i,i,i,i,i,i,i,/,i,1,i
CC12C(=O)N(c3ccccc3)C(=O)C1C(c1ccccc1)N1CCCN12 (stereo unspecified),i,i,i,i,i,i,i,2,i,-1,i
Cc1cccc(OCc2nnc(SCn3nnc4ccccc4c3=O)o2)c1,i,i,i,i,i,i,i,4,i,-2,i
Cc1nc2ccc(NC(=O)CS(=O)(=O)c3ccc(F)cc3)cc2s1,i,i,i,i,i,i,i,0,i,-1,i
COc1ccc(NC(=O)CNC(=O)Cn2ccc3ccccc3c2=O)c(OC)c1,i,i,i,i,i,i,i,0,i,-2,i
O=C(c1cc2ccccc2oc1=O)N1CCN(c2ccccn2)CC1,i,i,i,i,i,i,i,-1,i,1,i
COC(=O)c1c(NC(=O)c2ccccc2F)sc(C(=O)N2CCOCC2)c1C,i,i,i,i,i,i,i,0,i,-2,i

Further structures follow.
molecule,RGS4 act,MrgX1 PAM,TRPC6 inh,TMEM16A inh,RGS4 inh,MrgX1 antag,TRPC6 activator,HDAC3 inh,TMEM16A act,SKKanGAS inh,MrgX1 agonist
O=C(c1cccc(NS(=O)(=O)c2ccc(F)c(F)c2)c1)N1CCN(Cc2ccccc2)CC1,i,i,i,i,i,i,i,9,i,3,i
O=c1c(-c2ccccc2)nc(-c2ccccc2)cn1O,i,i,i,i,i,i,i,-2,i,5,i
S=C(c1ccc(-c2cccc(Cl)c2)o1)N1CCCCC1,i,i,i,i,i,i,i,5,i,-8,i
CCN(CC)C(=O)C1CCC(C)(C(=O)O)C1(C)C (stereo unspecified),i,i,i,i,i,i,i,-1,i,2,i
Cc1cc(C)n(C2CCCCC2OC(=O)c2ccccc2F)n1 (stereo unspecified),i,i,i,i,i,i,i,-1,i,-6,i
O=C(CSc1nc2c(oc3ccccc32)c(=O)n1CC1CCCO1)NCc1ccccc1 (stereo unspecified),i,i,i,i,i,i,i,1,i,-8,i
Cc1cnc(=O)[nH]c1SCC(=O)Nc1nccs1,i,i,i,i,i,i,i,6,i,0,i
CCC(=O)Nc1ccc(NC(=O)CSc2nnnn2-c2ccc(OC)cc2)cc1,i,i,i,i,i,i,i,2,i,-4,i
